M. tuberculosis: growth inhibition of non-replicating M. tuberculosis (AID 488890). inhibition, % at 25 µM; hits with a dose series show IC50 in µM. 320,000 tested, 0.39% active. Mycobacterium tuberculosis non-replicating, growth inhibition; higher % means a stronger effect; in the data active means a potency from the dose series; inconclusive means inhibition mostly from about 82% at the one dose, without a potency; inactive means the rest, 99 in 100 with inhibition below about 76%;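 further: plate controls were DMSO cells for no effect and high antibiotic wells for full effect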
H1N1 NS1A inhibition: H1N1 influenza NS1A inhibitors, functional cell based assay (AID 504329) | 340,000 tested, 0.3% active | one-dose inhibition, % at 12.5 µM; IC50 in µM for titrated hits | NS1A functional cell-based assay, percent inhibition; higher % means a stronger effect; in the data active means a potency from the dose series; inconclusive means inhibition above about 27% without an active follow-up result; further: strong numbers were not always called active
VEEV TC-83 Vero: inhibitors of VEEV TC-83 cytopathic effect, confirmation, Vero cells (AID 588727). Vero cells, VEEV TC-83 cytopathic effect inhibition; higher % means a stronger effect. inhibition, % at 20 µM, or IC50 in µM where a hit was titrated. 350,000 tested, 0.13% active; in the data active means a potency from the dose series; inconclusive means inhibition mostly from about 14% at the one dose, without a potency; inactive means the rest, 99 in 100 with inhibition below about 12%; further: strong numbers were not always called active
PhoP GFP inhibition: Inhibition of PhoP regulon, Salmonella typhi GFP reporter cells, confirmation, 4 h (AID 1850). Salmonella Typhi PhoP-promoter GFP reporter, fluorescence, 4 h; higher % means a stronger effect. inhibition, % at 50 µM, or IC50 in µM where a hit was titrated. 310,000 tested, 0.33% active; in the data active means a potency from the dose series; inconclusive means inhibition mostly from about 25% at the one dose, without a potency; inactive means the rest, 99 in 100 with inhibition below about 19%;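 further: 0% = induced wells with vehicle and 100% = uninduced wells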
M. tuberculosis HTS: M. tuberculosis growth inhibition, HTS (AID 449762); 330,000 tested, 0.59% active; M. tuberculosis H37Rv growth inhibition, 7H9 media; higher % means a stronger effect; inhibition, % at 25 µM; hits with a dose series show IC50 in µM; in the data active means a potency from the dose series; inconclusive means inhibition above about 70% without an active follow-up result;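 further: bacterial growth assessed after seven days of incubation; strong numbers were not always called active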
VEEV TC-83 Vero 10K pilot screen: recorded beside VEEV TC-83 Vero, whose call it bears; inhibition, %; measured here: 10K pilot screen inhibition
An asterisk follows results filed as active; i = inactive; ? = inconclusive; nt = no result given.

Start of the listing, in advance, 21 compounds:
SMILES | M. tuberculosis | H1N1 NS1A inhibition | VEEV TC-83 Vero | PhoP GFP inhibition | M. tuberculosis HTS | others
CN(C)S(=O)(=O)c1cccc(NC(=O)COC(=O)COc2ccccc2[N+](=O)[O-])c1 | -15% | 5% | 0.8% | -2% | -7%
O=C(N/N=C/c1cccn1-c1ccc(O)cc1)c1cccc2ccccc12 | -4% | 16% | i | -2% | -8%
O=C(O)CSC(=S)N1CC2CC(C1)c1cccc(=O)n1C2 (stereo unspecified) | -4% | -15% | 0.3% | -11% | -12%
CCCCCCCCC/C(=N\O)c1ccccn1 | ? | -6% | 8.7% | 1% | ?
O=C(NCCc1ccccc1F)C(=O)Nc1nccs1 | 21% | 5% | 1.3% | 5% | -3%
COC(=O)C1=NN(c2ccccc2)C2(S1)S/C(=C\c1ccccc1)C(=O)N2c1ccccc1 (stereo unspecified) | 25% | 3% | i | -1% | ? | VEEV TC-83 Vero 10K pilot screen=0.3
CC(Sc1ccc2ccccc2n1)C(=O)O (stereo unspecified) | nt | 11% | 0.1% | -3% | nt
Cc1ccc(/C=C/C(=O)NCc2ccco2)o1 | 5% | nt | nt | -6% | -1%
Cc1ccc(CNC(=O)NCc2ccccc2)cc1 | -4% | -1% | 0.8% | -7% | 5%
O=C1CC(c2cccc([N+](=O)[O-])c2)c2ccc3ccccc3c2N1 (stereo unspecified) | 14% | 4% | i | -3% | 1%
COc1ccc(S(=O)(=O)N2CCC(N3CCN(c4ccccc4)CC3)CC2)cc1 | -6% | nt | nt | -15% | -6%
CC1=Nc2ccccc2/C1=C/c1sc(=O)n(CC(=O)N2CCCC2)c1O | nt | 7% | 6.9% | -10% | 2%
Cc1ccc(NC(=O)c2cc(-c3ccco3)on2)cc1C | 28% | 1% | 4.8% | 0% | 6%
O=S(=O)(c1ccc2[nH]ccc2c1)N1CCCCCC1 | 14% | 2% | 1.9% | -6% | -9%
NC(=S)NN=C1CCCCC12CCCC2 | nt | 4% | i | nt | nt
O=C(Nc1cccc(Cl)c1Cl)c1ccncc1 | -15% | 2% | 7.8% | -5% | -4%
O=c1c2c(-c3ccc([N+](=O)[O-])cc3)ccnc2[nH]n1-c1ccccc1 | -3% | -1% | 1.1% | 6% | 1%
O=S(=O)(Nc1nc2ccccc2nc1Nc1cccc(S(=O)(=O)N2CCCCC2)c1)c1ccccc1 | 20% | -13% | i | 1% | 8%
COc1ccc(/C=C/C(=O)OCC(=O)Nc2cc(C(N)=O)cc(C(N)=O)c2)cc1 | 3% | -19% | 0.8% | 3% | -3%
Cc1ccc(CNC(=O)C2CCC(=O)N(CCc3ccccc3)C2)s1 (stereo unspecified) | 11% | 0% | 1.5% | 10% | 6%
CCN1CCN(CC(=O)Nc2sc3c(c2C#N)CCC3)CC1 | -41% | -9% | i | -7% | -5%

Results, previewed entries included:
SMILES | M. tuberculosis | H1N1 NS1A inhibition | VEEV TC-83 Vero | PhoP GFP inhibition | M. tuberculosis HTS | others
CN(C)S(=O)(=O)c1cccc(NC(=O)COC(=O)COc2ccccc2[N+](=O)[O-])c1 | -15% | 5% | 0.8% | -2% | -7%
O=C(N/N=C/c1cccn1-c1ccc(O)cc1)c1cccc2ccccc12 | -4% | 16% | i | -2% | -8%
O=C(O)CSC(=S)N1CC2CC(C1)c1cccc(=O)n1C2 (stereo unspecified) | -4% | -15% | 0.3% | -11% | -12%
CCCCCCCCC/C(=N\O)c1ccccn1 | ? | -6% | 8.7% | 1% | ?
O=C(NCCc1ccccc1F)C(=O)Nc1nccs1 | 21% | 5% | 1.3% | 5% | -3%
COC(=O)C1=NN(c2ccccc2)C2(S1)S/C(=C\c1ccccc1)C(=O)N2c1ccccc1 (stereo unspecified) | 25% | 3% | i | -1% | ? | VEEV TC-83 Vero 10K pilot screen=0.3
CC(Sc1ccc2ccccc2n1)C(=O)O (stereo unspecified) | nt | 11% | 0.1% | -3% | nt
Cc1ccc(/C=C/C(=O)NCc2ccco2)o1 | 5% | nt | nt | -6% | -1%
Cc1ccc(CNC(=O)NCc2ccccc2)cc1 | -4% | -1% | 0.8% | -7% | 5%
O=C1CC(c2cccc([N+](=O)[O-])c2)c2ccc3ccccc3c2N1 (stereo unspecified) | 14% | 4% | i | -3% | 1%
COc1ccc(S(=O)(=O)N2CCC(N3CCN(c4ccccc4)CC3)CC2)cc1 | -6% | nt | nt | -15% | -6%
CC1=Nc2ccccc2/C1=C/c1sc(=O)n(CC(=O)N2CCCC2)c1O | nt | 7% | 6.9% | -10% | 2%
Cc1ccc(NC(=O)c2cc(-c3ccco3)on2)cc1C | 28% | 1% | 4.8% | 0% | 6%
O=S(=O)(c1ccc2[nH]ccc2c1)N1CCCCCC1 | 14% | 2% | 1.9% | -6% | -9%
NC(=S)NN=C1CCCCC12CCCC2 | nt | 4% | i | nt | nt
O=C(Nc1cccc(Cl)c1Cl)c1ccncc1 | -15% | 2% | 7.8% | -5% | -4%
O=c1c2c(-c3ccc([N+](=O)[O-])cc3)ccnc2[nH]n1-c1ccccc1 | -3% | -1% | 1.1% | 6% | 1%
O=S(=O)(Nc1nc2ccccc2nc1Nc1cccc(S(=O)(=O)N2CCCCC2)c1)c1ccccc1 | 20% | -13% | i | 1% | 8%
COc1ccc(/C=C/C(=O)OCC(=O)Nc2cc(C(N)=O)cc(C(N)=O)c2)cc1 | 3% | -19% | 0.8% | 3% | -3%
Cc1ccc(CNC(=O)C2CCC(=O)N(CCc3ccccc3)C2)s1 (stereo unspecified) | 11% | 0% | 1.5% | 10% | 6%

Three neighbouring compounds already listed, for reference:
SMILES | M. tuberculosis | H1N1 NS1A inhibition | VEEV TC-83 Vero | PhoP GFP inhibition | M. tuberculosis HTS | others
CN(C)S(=O)(=O)c1cccc(NC(=O)COC(=O)COc2ccccc2[N+](=O)[O-])c1 | -15% | 5% | 0.8% | -2% | -7%
O=C(N/N=C/c1cccn1-c1ccc(O)cc1)c1cccc2ccccc12 | -4% | 16% | i | -2% | -8%
O=C(O)CSC(=S)N1CC2CC(C1)c1cccc(=O)n1C2 (stereo unspecified) | -4% | -15% | 0.3% | -11% | -12%

Going on with the list:
SMILES | M. tuberculosis | H1N1 NS1A inhibition | VEEV TC-83 Vero | PhoP GFP inhibition | M. tuberculosis HTS | others
CCN1CCN(CC(=O)Nc2sc3c(c2C#N)CCC3)CC1 | -41% | -9% | i | -7% | -5%
CC(=O)N1c2ccc(Cl)cc2C2OCCC2C1c1ccco1 (stereo unspecified) | -5% | -5% | 0.5% | 2% | 1%
Cc1cc(=O)oc2cc(NC(=O)c3cc([N+](=O)[O-])ccc3N3CCOCC3)ccc12 | 2% | 3% | 0.5% | 7% | 5%
O=c1c2ccc(Cl)cc2[nH]c(=S)n1Cc1cccnc1 | -6% | -5% | 2.7% | 5% | -5%
CC(C(=O)N1CCN(C=O)CC1)N1C(=O)c2ccccc2C1=O (stereo unspecified) | -8% | 0% | 0.2% | -2% | -7%
O=C(NCc1ccc(F)cc1)c1ccc(S(=O)(=O)Nc2cccc(C(F)(F)F)c2)cc1 | 38% | -7% | 1.2% | -6% | 10%
CCSc1cc(C2C(C#N)=C(N)OC(C)=C2C(=O)OC)c(C)o1 (stereo unspecified) | -13% | 3% | 0.8% | 1% | -8%
COc1ccc(/C=N/NC(=O)c2ccco2)cc1COc1ccc(F)cc1 | 6% | 11% | 0.5% | -7% | -10%
Cc1cc(NC(=O)c2cc(-c3ccc(OC(C)C)cc3)nc3ccccc23)no1 | 10% | 4% | 3.3% | -27% | 31%
COc1ccc(NC(=O)Nc2cnccn2)c(OC)c1 | -13% | -14% | 7.7% | 0% | -4%
O=C(NC1CCN(Cc2ccccc2)CC1)C1CCCN(c2nnc(-n3cccc3)s2)C1 (stereo unspecified) | -6% | -17% | 0.3% | -8% | -2%
O=C(CN1C(=O)NC2(CCOc3ccccc32)C1=O)c1ccc(Cl)s1 (stereo unspecified) | 4% | -12% | 4.7% | nt | 17%
O=C(c1cc(-c2ccc(Cl)cc2)n(-c2ccc(Cl)cc2Cl)n1)N1CCOCC1 | 22% | 21% | 1.6% | 5% | 63%
CC1CCC2(CC1)NC(=O)N(CC(=O)N1CCN(C(=O)c3cccs3)CC1)C2=O (stereo unspecified) | 8% | 10% | 2.7% | nt | -10%
O=C(CCN1C(=O)/C(=C/c2ccc(F)cc2)SC1=S)Nc1cc([N+](=O)[O-])ccc1O | -14% | -9% | 1.8% | -7% | 1%
COc1ccc(N2CCN(Cc3cc(=O)c(OCC(=O)Nc4ccccc4)co3)CC2)cc1 | -5% | -3% | 0.1% | 1% | -3%
CCCCNC(=O)N1CCN(Cc2cccc(F)c2)CC1 | 68% | -3% | i | -8% | 4%
CCS(=O)(=O)N1CCN(S(=O)(=O)c2ccc(Cl)s2)CC1 | -13% | -6% | 1.2% | -9% | -1%
CCC12CN3CCN(CC(C3)/C1=N\NC(=O)c1ccc(Cl)cc1)C2 | 0% | 6% | 2.2% | 5% | 14%
Cc1ccc(S(=O)(=O)Oc2ccc(C)cc2/C=N/N=C2\NC(=O)C(C)S2)cc1 (stereo unspecified) | 72% | 2% | 5.7% | 1% | 6%
CCn1c(NCc2cc(OC)ccc2OC)nc2ccccc21 | 4% | 6% | 1.4% | -5% | 0%
c1ccc(CN2CCC3(CCCc4ccccc43)CC2)cc1 | 66% | -12% | i | 2% | 10µM*
Cn1c(=O)cc(OCC(=O)Nc2ccccn2)c2ccccc21 | -8% | 1% | 5.0% | -5% | -9%
COc1ccc(NC(=S)Nc2ccccc2C(F)(F)F)cc1 | 25% | -7% | 1.4% | 11% | -2%
CC1CN(C(=O)COC(=O)c2cnc(Cl)c(Cl)c2)CC(C)O1 (stereo unspecified) | 10% | -64% | i | nt | -5%
COc1cc2occc2c2oc(=O)ccc12 | 10% | -4% | 2.1% | 9% | -1%
Cc1ccc(-c2noc(CCCN3C(=O)c4ccccc4C3=O)n2)cc1 | -12% | 1% | 0.2% | 2% | 13%
CCc1sc(C(=O)N2CCc3cc(OC)c(OC)cc3C2CC(=O)O)cc1C (stereo unspecified) | -3% | -13% | 0.8% | nt | 8%
COc1ccc(N2CCN(C(=O)c3ccc(F)cc3)CC2)c([N+](=O)[O-])c1 | 6% | 10% | 1.4% | 10% | 1%
CCN(Cc1ccc(Cl)s1)C(=O)c1cccc(OCc2c(C)noc2C)c1 | 31% | -16% | 5.2% | nt | -3%
O=C(COc1ccccc1)Nc1cccc(S(=O)(=O)N2CCCC2)c1 | nt | -5% | 2.5% | nt | nt
COc1ccc(NC(=O)COC(=O)CCSc2ccccc2)cc1OC | 22% | -17% | 4.0% | nt | -3%
OCC[C@H]1C[C@H](O)[C@@H](O)[C@@]2(OCc3ccccc32)O1 | -2% | 2% | 0.9% | 11% | -5%
Clc1cccc(Nc2c3c(nc4ncnn24)CCC3)c1 | -13% | 5% | 0.4% | -10% | -7%
COc1cccc(CNC(=O)COC(=O)C2CC3CCCC(C2)C3=O)c1 (stereo unspecified) | 13% | -12% | 1.2% | -7% | 15%
Cc1ccc(S(=O)(=O)NCCC(=O)Nc2cccc(S(=O)(=O)N3CCCC3)c2)cc1C | 7% | -2% | 2.5% | nt | 2%
O=C(c1csc2c1CCCC2)N1CCN(c2ccccc2)CC1 | 15% | 0% | i | 11% | 24%
C#CCn1c(=NC(=O)c2ccc(Cl)s2)sc2cccc(OC)c21 | -23% | -6% | 9.5% | -2% | 1%
CC(NC(=O)C1CCCN(S(=O)(=O)c2cnc[nH]2)C1)c1ccccc1 (stereo unspecified) | nt | 3% | 0.1% | 1% | -5%
COCCn1nnnc1C(c1cccs1)N1CCN(c2nc3ccccc3s2)CC1 (stereo unspecified) | 20% | 6% | 1.2% | 9% | 2%
Cc1ccc(CNC(=O)/C=C/c2c(Cl)cccc2Cl)cc1 | 9% | 4% | 0.9% | -2% | 2%
O=C(c1ccccc1)N(c1ccccc1)C1C=CS(=O)(=O)C1 (stereo unspecified) | -14% | -5% | 0.3% | 6% | -3%
O=C(NC12CC3CC(CC(C3)C1)C2)c1cc([N+](=O)[O-])ccc1Cl | 21% | 21% | 0.3% | -9% | 1%
COc1ccccc1OCCNC(=O)CCNS(=O)(=O)c1ccc(C)cc1 | nt | -4% | 1.5% | nt | nt
O=C(Cc1ccccc1F)NNC(=O)c1cccs1 | 11% | -8% | 2.3% | nt | -1%

Screens (PubChem)
